S3 lipid droplet – qHTS Assay for Lipid Storage Modulators in Drosophila S3 Cells; lipid storage change, negative = inhibition, % at the top dose, mostly 46.1 µM; hits show Potency in µM; AID 2685, 2010; Drosophila S3 cells, BODIPY lipid droplet fluorescence, 18-24 h; cells fed with added oleic acid; 320,000 compounds, 0.64% hits; active means well fitted inhibition curve with a large enough effect in the signal ratio, with a control signal flat, not every such curve was filed as active; inconclusive means small, poorly fitted or top-dose-only effect, or effect the other way, or a change in a side signal; the % refers to the signal ratio
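Drosophila S3 cells loaded with oleic acid (400 uM, as added) and compounds at several concentrations; lipid droplets imaged by 488-nm laser-scanning cytometry, 500–530 nm intensity and object ratio to cell channel. Percent activity normalized to 20 uM Triacsin C.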
S3 lipid droplet cell count max – second read-out of S3 lipid droplet, no call of its own (marks repeat the call); cell number change, %; measured here: cell count max response;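 cells counted by Cell Tracker Red CMTPX staining in the red channel; peak over a dose series mostly up to 46.1 µM; percent activity relative to internal control wells on each plate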
Active calls of the source: *; i = inactive; ? = inconclusive; . = no result given. On the % scale 0 is the no-effect control and ±100 the full control effect; potency means the concentration at half of the fitted maximal effect.

SMILES	S3 lipid droplet cell count max	S3 lipid droplet
C/C(=N/NC(=O)c1cccs1)c1ccc(N2CCOCC2)cc1	.	?
CCOC(=O)c1sc(-c2ccccc2)nc1C	.	?
O=C(Nc1ccc(SC(F)F)cc1)c1ccccc1F	.	?
Cc1ccc(O)c(CNc2cnc3ccccc3c2)c1	.	?
Cc1nn(-c2ccccc2)c2sc(C(=O)OCc3nnc(-c4ccccc4)o3)cc12	.	?
C=C(C)Cn1c(SCC(=O)O)nnc1-c1ccccc1	.	?
CCOc1cc(CNCCSc2nnnn2C)cc(Br)c1OCc1ccccc1F	.	17%
CCOC(=O)CN(C(=O)Cn1nnc2ccccc21)C(C(=O)NCCOC)c1ccccc1 (stereo unspecified)	8	4%
CC(C)CCNC(=O)Cc1c(C(=O)O)[nH]c2ccc(Cl)cc12	2	-14%
COc1c2ccc(C(=O)NCc3cc(C(F)(F)F)cc(C(F)(F)F)c3)cc2nn1C	.	?
COC(=O)c1[nH]c2ccc(C)cc2c1NC(=O)c1ccccc1[N+](=O)[O-]	.	?
COCCn1nnnc1C(C(C)C)N1CCC(Cc2ccccc2)CC1 (stereo unspecified)	.	?
Cc1c(CCOC(=O)c2cc([N+](=O)[O-])cc([N+](=O)[O-])c2)sc[n+]1CCCCS(=O)(=O)[O-]	.	?
O=C(CCN1CCN(CCO)CC1)Nc1ccc(F)c(F)c1	1.7*	6.5µM*
O=C(O)C(=O)/C(=C\c1ccc(Cl)cc1)c1ccc2ccccc2n1	.	?
O=C(COC(=O)c1ccco1)Nc1nnc(-c2ccccc2)o1	.	i
C/C(N)=C(/C#N)C(=O)COC(=O)CC1CCCC1	.	?
O=C(O)C1(c2ccccc2)CCN(S(=O)(=O)c2ccc(Br)cc2)CC1	.	?
NS(=O)(=O)c1cccc(NC(=O)c2cccc(-c3ccc(O)cc3)c2)c1	.	?
COc1cc(C(=O)OC(C)C(=O)NC(=O)NC2CCCCC2)ccc1OC(F)F (stereo unspecified)	.	?
CCc1cccc(C)c1NC(=O)CN(C)Cc1ccc(Br)cc1	.	?
Cc1cc(=O)oc2cc(N3C(=O)CC(Cc4ccccc4)C3=O)ccc12 (stereo unspecified)	.	?
COc1ccc(Br)cc1C(=O)Nc1cc(C)cc(C)c1	7	1%
CN1CCN(C(=O)c2ccccc2NC(=O)c2sc3ccccc3c2Cl)CC1	.	?
CC(=O)c1nn(-c2cccc(C(F)(F)F)c2)c(=O)[nH]c1=O	7	-4%
O=C(CNCc1cccs1)Nc1ccc(OC(F)(F)F)cc1	.	?
O=C(CCN1C(=O)C2C3C=CC(C3)C2C1=O)Nc1ccccc1 (stereo unspecified)	10	2%
CCN(C(=O)COC(=O)c1ccc(Cl)cc1N)C1CCCCC1	.	25%
CCOC(=O)N1CCC(NC(=O)c2ccc3c(c2)ncn3C2CCCC2)CC1	-6	4%
O=C(NCc1nnc(SCC(=O)N2CCCC2)o1)c1ccc(F)cc1	-15	i
Cc1ccccc1/C=C1\CCCc2ccccc2C1=O	.	?
CCOc1cc(NC(=S)NCc2ccccc2)c(OCC)cc1NC(=O)C(C)C	3	i
COc1cc(/C=N/NC(=O)c2cccs2)ccc1O	.	?
Cn1nc(C(=O)OCC(=O)Nc2ccc(S(N)(=O)=O)cc2)c2ccccc2c1=O	10	-6%
Cc1ccc(O)c(N=Nc2ccc(S(=O)(=O)N3CCCC3)cc2)c1	.	?
Cc1cc(C(=O)N/N=C/c2cc([N+](=O)[O-])ccc2O)c2ccccc2n1	.	?
Cc1c(Cl)c(C(=O)NC2CCCC2)nn1C	-9	-6%
O=C(CN1CCN(Cc2ccccc2)CC1)Nc1nnc(C(F)(F)F)s1	.	?
COc1cc(C(c2nnnn2C(C)(C)C)N2CCN(C)CC2)cc(OC)c1OC (stereo unspecified)	.	?
CCOc1ccc(-c2noc(-c3ccncc3)n2)cc1OCC	.	i
O=C(c1nc2ccc(Cl)cn2c1CN1CCCC(CO)C1)N1CCc2ccccc2C1 (stereo unspecified)	11	-5%
CC(C)(C)c1ccc(C(=O)Nc2cccc([N+](=O)[O-])c2)cc1	.	?
C=CCn1c(SCC(N)=O)nc2sc3c(c2c1=O)CCC3	-3	i
CCCN(CCC)S(=O)(=O)c1ccc(C(=O)Nc2cccnc2)cc1	.	?
CC(C)OC(=O)CSc1nnc(-c2ccccn2)n1N	.	?
C=CCn1c(O)c(N=NC(=O)CNC(=O)c2cccs2)c2ccccc21	.	?
CCN(c1ccc(OC)cc1)S(=O)(=O)c1csc(C(N)=O)c1	5	-12%
O=C(NCc1ccccn1)c1ccc(NS(=O)(=O)c2ccccc2)cc1	.	?
COc1cccc(/C=C2\CCc3ccccc3C2=O)c1	-1	7%
O=C(NC1CCCC1)c1ccc(S(=O)(=O)N2CCCC2)cc1	-7	24%
O=C(CSC1CCCCC1)N1CCN(c2ccccc2)CC1	.	?
Cc1cc(NS(=O)(=O)c2ccc(NC(=O)Nc3ccccc3)cc2)no1	.	?
COc1cc2c(cc1OC)-c1cc(N3CCCCCC3)nc(=O)n1CC2	.	?
CCCc1cc(NCc2ccccn2)n2c(nc3ccccc32)c1C#N	.	?
CCc1ccc(-c2nn(-c3ccccc3C)cc2C(=O)N2CCN(C3CCS(=O)(=O)C3)CC2)cc1 (stereo unspecified)	.	?
O=C(O)c1ccc(CSc2n[nH]c(-c3ccco3)n2)cc1	1	-12%
Clc1ccc(CSc2nnc(-c3ccncc3)o2)c(Cl)c1	.	?
Nc1cccc(-n2cccc2)c1	19	2%
COc1cccc(Nc2ncnc3ccccc23)c1	.	?
Cc1cnc2ncc3sccc3c2c1	7	19%

Continued:
SMILES	S3 lipid droplet cell count max	S3 lipid droplet
O=C1[C@@H]2[C@@H]3C[C@@H]([C@H]4ON=C(c5ccc(Cl)cc5)[C@@H]34)[C@@H]2C(=O)N1C1CCCCC1	-16	-16%
CS(=O)(=O)N1CCC(C(=O)Nc2cc(Cl)ccc2Cl)CC1	1	-6%
CCOC(=O)C1CCN(C(=O)CNC(=O)Cn2c(C)cc3ccccc3c2=O)CC1	.	?
Cc1cc(=O)[nH]c2c1c(C)nn2C1CCOC(C)(C)C1 (stereo unspecified)	13	6%
Cc1ccc(C(=O)Cn2nnc(-c3ccccc3)n2)cc1	.	?
O=[N+]([O-])c1ccc(OC(F)F)c(/C=N/n2cnnc2)c1	11	-2%
Cc1[nH][nH]c(=O)c1C=Nc1ccc(C(F)(F)F)cc1	.	?
Cc1cc(=O)oc2cc(OCC(=O)OCC(=O)Nc3ccc4ccccc4c3)ccc12	24	17%
O=C(COc1ccc(/C=N/NC(=O)c2ccccc2)cc1)Nc1ccc([N+](=O)[O-])cc1	16	4%
COc1ccc(-c2c3c(=O)n(C)c(=O)n(C)c3cn2NC(C)=O)cc1	-3	-8%
COc1ccc(CC(=O)N(Cc2ccccc2)C(C)C)cc1	.	?
COc1ccc2nc(SCC(=O)N3CCCCC3)c(C#N)cc2c1	2	0%

A section from the list above, for reference:
SMILES	S3 lipid droplet cell count max	S3 lipid droplet
O=C1[C@@H]2[C@@H]3C[C@@H]([C@H]4ON=C(c5ccc(Cl)cc5)[C@@H]34)[C@@H]2C(=O)N1C1CCCCC1	-16	-16%
CS(=O)(=O)N1CCC(C(=O)Nc2cc(Cl)ccc2Cl)CC1	1	-6%

(continued)
SMILES	S3 lipid droplet cell count max	S3 lipid droplet
O=C(O)c1cc(-c2ccc(-c3c(-c4ccc5c(c4)OCO5)noc3-c3ccsc3)cc2)nc2ccccc12	16	-12%
COc1ccc(OCC(=O)N(C)Cc2ccccc2)cc1	.	?
OCc1ccccc1O[C@@H]1O[C@H](CO)[C@@H](O)[C@H](O)[C@H]1O	-28	-17%
Cc1cc(C(=O)COC(=O)c2cccc(S(=O)(=O)N(C)C)c2)c(C)n1CC1CCCO1 (stereo unspecified)	.	?
Nc1nc(-c2cccs2)c(CC(=O)O)s1	2	0%
O=C(CN1CCOCC1)Nc1ccc2c(c1)OCCO2	1	13%
COc1ccc(CNC(=O)c2ccc(CNc3c(NC4CCCCC4)c(=O)c3=O)cc2)cc1	.	?
O=C(COCc1cc(-c2ccc3c(c2)OCO3)on1)Nc1cccnc1Cl	-8	25%
CN(C)c1ccc(/C=C/C#N)cc1	.	?
CCCN(CC(=O)Nc1ccc(F)c(F)c1F)C(=O)CCc1nc2ccccc2c(=O)[nH]1	.	?
CCCc1[nH]nc2c1C(c1ccc(OC(=O)c3ccco3)cc1)C(C#N)=C(N)O2 (stereo unspecified)	1	10%
CCn1cc(CN2CCN(Cc3ccc(OC)c(C)c3C)C(CCO)C2)c(C)n1 (stereo unspecified)	3	24%
CCC(C)(C)n1nnnc1C(c1cccnc1)N1CCCC(C)C1 (stereo unspecified)	29	25%
CCNC(=S)N1CCC(n2cnc3ccccc32)CC1	.	?
Cn1c(=O)c(C=Nc2ccccc2)c(O)c2ccccc21	.	?
COc1ccc(OC)c(NC(=O)COC(=O)Cc2ccc(-c3ccccc3)cc2)c1	-5	-1%
Cc1ccc(-n2cnnn2)cc1Cl	6	2%
N/C(Cc1ccc([N+](=O)[O-])cc1)=N\OC(=O)COc1ccccc1Cl	.	?
CCOc1ccc(OCC(=O)Nc2ccc(OC)cc2)cc1	.	?
CCN(CC)C(=O)c1[nH]cnc1C(=O)N[C@@H](CCCCNC(=O)OC(C)(C)C)C(=O)OC(C)(C)C	15	-2%
Cc1ccccc1-n1c(=O)c2ccccc2n2cnnc12	6	16%
COc1ccc(C2C(C(=O)NCc3ccccc3)=C(C)Nc3ncnn32)cc1OC (stereo unspecified)	16	23%
C=CCN(CC=C)C(=O)COC(=O)c1ccc(Sc2ncn[nH]2)c([N+](=O)[O-])c1	.	?
Cc1cccc(N2CCN(S(=O)(=O)c3cccc4nonc34)CC2C)c1 (stereo unspecified)	.	?
CCN(CC)CCNC(=O)c1cc2c(=O)n(C)c3ccccc3c2n1C	.	?
CCn1nnc(NC(=O)c2sc3ccccc3c2Cl)n1	-9	-7%
CCOc1ccc(/C=N/NC(=O)Cc2csc(Nc3cccc(C(F)(F)F)c3)n2)c(OCC)c1	.	?
COc1ccc(NC(=O)CN(C)C(=O)c2ccc(=O)[nH]c2)cc1	.	?
CC(Nc1ccc2c(c1)OCCO2)C(=O)N1CCc2ccccc21 (stereo unspecified)	.	?
CCc1ccc(NC(=O)c2sc3nc4n(c(=O)c3c2C)CCC4)cc1	-24*	2.3µM*
CCCCNC(=O)COC(=O)c1ccc(C)c(NC(=O)c2ccco2)c1	.	?
C/C(=N/NC(=O)CCC(=O)Nc1ccc(Br)cc1)c1ccc(Br)cc1	15	10%
Cc1ccccc1NC(=S)NCc1cccn1C	.	?
c1cnc2ccc(C(c3nnnn3C3CCCC3)N3CCN(c4nc5ccccc5s4)CC3)cc2c1 (stereo unspecified)	.	?
COCc1ccc(C(=O)N2CCCC(N(C)Cc3ccccc3)C2)s1 (stereo unspecified)	.	?
CNc1nccc(-c2ccc(F)cc2)c1C#N	.	?

6 compounds already listed, arranged by length of the SMILES, ascending.
SMILES	S3 lipid droplet cell count max	S3 lipid droplet
Cc1ccccc1NC(=S)NCc1cccn1C	.	?
CCn1nnc(NC(=O)c2sc3ccccc3c2Cl)n1	-9	-7%
CCN(CC)CCNC(=O)c1cc2c(=O)n(C)c3ccccc3c2n1C	.	?
CCCCNC(=O)COC(=O)c1ccc(C)c(NC(=O)c2ccco2)c1	.	?
c1cnc2ccc(C(c3nnnn3C3CCCC3)N3CCN(c4nc5ccccc5s4)CC3)cc2c1 (stereo unspecified)	.	?
CCOc1ccc(/C=N/NC(=O)Cc2csc(Nc3cccc(C(F)(F)F)c3)n2)c(OCC)c1	.	?

Additional compounds
SMILES	S3 lipid droplet cell count max	S3 lipid droplet
CCNC(=O)Nc1ccc(S(=O)(=O)Nc2cnc(C)nc2C)cc1	.	?
O=C(Nc1cccc(Cl)c1)c1ccc2c(=O)n3c(nc2c1)CCCCC3	-6	16%
NC(=O)c1nnn(-c2nonc2N)c1-c1ccc([N+](=O)[O-])cc1	3	-4%
COc1cccc(OCCNS(=O)(=O)c2cccc([N+](=O)[O-])c2)c1	-8	-10%
CCc1ccc(OCCOCCN2CCN(C)CC2)cc1	.	-3%
OC12CCCCC1C(c1ccc3c(c1)OCO3)N(Cc1cccc(F)c1)CC2 (stereo unspecified)	.	?
CN1CCN(C(=S)Nc2ccc(Cl)c(Cl)c2)CC1	.	?
CC1CCN(C(=O)COC(=O)c2cc(S(=O)(=O)N3CCOCC3)ccc2Cl)CC1	7	19%
CN(C)S(=O)(=O)n1cc(/C=C(\NC(=O)c2ccccc2)C(=O)NCCN2CCOCC2)c2ccccc21	15	i
COc1ccc(CNS(=O)(=O)c2c(C(=O)N3CCCCCC3)c(C)n(C)c2C)cc1	.	?
CC(=O)c1c(C)[nH]c(C(=O)OCC(=O)N(Cc2ccccc2)C(C)(C)C)c1C	.	?
COc1ccc(OC)c(S(=O)(=O)NCC(c2ccc(F)cc2)N2CCN(C)CC2)c1 (stereo unspecified)	.	?
CC1=NN(c2ccc(C)cc2)C(=O)/C1=C\C=C\c1ccccc1	.	?
CN(C)S(=O)(=O)c1cc(NC2CC(=O)N(c3ccc(F)cc3)C2=O)ccc1Cl (stereo unspecified)	.	?

Screening results as filed in PubChem BioAssay.

The list is partial, so the mix of outcomes need not match the whole.
